# VEEV TC-83 Vero = inhibitors of VEEV TC-83 cytopathic effect, confirmation, Vero cells (AID 588727) | actives 0.13% (n = 350,000) | inhibition, % at 20 µM, or IC50 in µM where a hit was titrated | Vero cells, VEEV TC-83 cytopathic effect inhibition; higher % means a stronger effect; in the data active = a potency from the dose series; inconclusive = inhibition mostly from about 14% at the one dose, without a potency; inactive = the rest, 99 in 100 with inhibition below about 12%; also: strong numbers were not always called active
# * = called active by the depositor; i = inactive; ? = inconclusive. Only part of the results is shown. The share of hits here may be higher or lower than overall.
canonical_smiles | VEEV TC-83 Vero
N#Cc1ccccc1C[C@H](N)C(=O)NC[C@H]1O[C@@H](n2ccc(N)nc2=O)[C@H](O)[C@@H]1O | 0.2%
CN1OC[C@@H]2CN(S(=O)(=O)c3cccc4ccccc34)[C@H](c3ccc(-c4ccccc4)cc3)C[C@@H]21 | 0.2%
C[C@@H]1CN([C@H](C)CO)C(=O)CCCn2nncc2CO[C@@H]1CN(C)S(=O)(=O)c1cccc(C#N)c1 | 0.6%
Cc1cc(C(=O)CN2C(=O)NC(C)(c3ccc(F)c(F)c3)C2=O)c(C)n1C1CC1 (centres undefined) | 8.2%
CSc1nc2nc(Cl)c(Cl)nc2[nH]1 | i
CCOCc1nc2nc(Cl)c(Cl)nc2[nH]1 | 2.4%
O=C(CC1CC1)Nc1ccc2c(c1)[C@@H]1C[C@H](CC(=O)NC3CCCC3)O[C@@H](CO)[C@@H]1O2 | 0.6%
CC(=O)OC1C=CN(C(C)=O)C(SC(C)(C)C)C1(C)O (centres undefined) | 9.7%
O=C(C=Cc1ccc2c(c1)OCO2)C1CC1 | 3.1%
C[C@@H]1CCCCO[C@@H](CN(C)S(=O)(=O)c2ccc(Cl)cc2)[C@@H](C)CN([C@H](C)CO)C(=O)c2cc(N(C)C)ccc2O1 | 0.1%
CC(=O)N1C[C@H]2CON(C)[C@H]2C[C@H]1c1ccc(-c2ccc(C#N)cc2)cc1 | 0.1%
Cc1ccsc1CN(C)CC(=O)N(C)CC(=O)Nc1c(Cl)cccc1Cl | i
Cc1ccc(C(c2c(NC(=O)c3ccco3)sc(C)c2C)N2CCOCC2)cc1 (centres undefined) | 0.8%
Cc1c(Cl)cnc(NC(=O)COC(=O)c2cccc(S(=O)(=O)N3CCOCC3)c2)c1Cl | i
Cn1c(N)c(C(=O)N2CCN(c3ccccc3)CC2)c(=O)n(C)c1=O | 2.2%
C[C@@H]1CN([C@H](C)CO)C(=O)c2cc(Br)cnc2O[C@H]1CN(C)C(=O)CC1CC1 | 0.4%
C[C@@H]1CN([C@H](C)CO)C(=O)CCCn2nncc2CO[C@H]1CN(C)S(=O)(=O)c1ccccc1F | 0.1%
OCC[C@@H]1C[C@H](O)[C@@H](O)[C@]2(OCCc3cc(C(F)(F)F)ccc32)O1 | 0.6%
O=C(/C=C/c1ccccc1Cl)OCC(=O)N1CCc2ccccc21 | 0.3%
N#CC(c1ccccc1)C(CC(=O)c1ccccc1)c1ccccc1 (centres undefined) | 1.9%
Cc1cc(NC(=O)COC(=O)c2ccc(Cl)cc2)no1 | i
Cc1onc(-c2ccccc2)c1NC(=O)OC(C)c1cccnc1 (centres undefined) | 1.5%
C[C@@H]1CN([C@@H](C)CO)C(=O)CCCn2cc(nn2)CO[C@H]1CN(C)S(=O)(=O)c1cn(C)cn1 | 0.2%
C[C@@H]1CN([C@@H](C)CO)S(=O)(=O)c2ccc(Br)cc2O[C@@H]1CN(C)C(=O)C1CC1 | 0.8%
COc1ccc(CN2C(=O)C(CC(=O)NC3CCCC3)CC(C(=O)N(C)C)=C2C)cc1 (centres undefined) | 0.8%
CCCNC(=O)Cn1nc(-c2ccccc2OC)ccc1=O | 1.0%
Cc1cn([C@H]2C[C@H](O)[C@@H](CNCc3ccc(F)c(N4CCOCC4)c3)O2)c(=O)[nH]c1=O | i
CN(CC(=O)Nc1cccc(S(=O)(=O)N(C)c2ccccc2)c1)Cc1cccs1 | 3.6%
Cc1ccnc(SC2CC(=O)N(c3ccccc3)C2=O)n1 (centres undefined) | 6.2%
CC1=C(C(=O)Nc2ccc(C(=O)NCCCN3CCCCC3C)cc2)SCCO1 (centres undefined) | 0.5%
CCCCN1C[C@H](c2ccccc2)[C@@H](CC(=O)NC)C1=O | i
COc1ccc(-c2csc(Nc3cccc(C)n3)n2)cc1OC | 9.2%
COCC(=O)N(C)C[C@H]1Oc2cc(Br)ccc2S(=O)(=O)N([C@H](C)CO)C[C@H]1C | 0.8%
CCCC(=O)N(Cc1cc2cc(OC)ccc2[nH]c1=O)c1ccccc1OC | 2.6%
O=C(c1ccc(F)cc1)C1CCN(Cc2ccccc2F)CC1 | i
C[C@H](CO)N1C[C@H](C)[C@@H](CN(C)C(=O)Nc2ccccc2F)Oc2cc(Br)ccc2S1(=O)=O | 2.9%

# Reformatted field by field: part of the list above
> COCC(=O)N(C)C[C@H]1Oc2cc(Br)ccc2S(=O)(=O)N([C@H](C)CO)C[C@H]1C
  VEEV TC-83 Vero = 0.8%

> CCCC(=O)N(Cc1cc2cc(OC)ccc2[nH]c1=O)c1ccccc1OC
  VEEV TC-83 Vero = 2.6%

> O=C(c1ccc(F)cc1)C1CCN(Cc2ccccc2F)CC1
  VEEV TC-83 Vero = i

> C[C@H](CO)N1C[C@H](C)[C@@H](CN(C)C(=O)Nc2ccccc2F)Oc2cc(Br)ccc2S1(=O)=O
  VEEV TC-83 Vero = 2.9%

# Continuation.
canonical_smiles | VEEV TC-83 Vero
COc1ccc(CN2C(=O)C(CC(=O)NCc3ccco3)CC(C(=O)N(C(C)C)C(C)C)=C2C)cc1 (centres undefined) | i
O=[N+]([O-])c1ccc(S(=O)(=O)Nc2ccc(-c3ccccc3)cc2)cc1 | i
O[C@H]1C[C@H](c2ccc(Cl)cc2)N(Cc2cccs2)C[C@@H]1n1cc(C2CC2)nn1 | 4.2%
O=C(COC(=O)Cc1ccccc1F)NCc1ccccc1Cl | i
C[C@H](CO)N1C[C@H](C)[C@@H](CN(C)Cc2ccncc2)OCc2cnnn2CCCC1=O | 0.4%
Cc1noc(C)c1CCC(=O)Nc1cc(C(=O)O)ccc1Cl | 7.3%
C[C@@H]1CCCCO[C@H](CN(C)Cc2ccc(C(=O)O)cc2)[C@@H](C)CN([C@H](C)CO)C(=O)c2cc(N(C)C)ccc2O1 | 1.7%
C[C@H](CO)N1C[C@H](C)[C@@H](CN(C)Cc2cccc3c2OCCCO3)OCc2cnnn2CCCC1=O | 1.0%
COC(=O)c1ccc(CSc2ccccc2NC(=S)Nc2cccc(SC)c2)o1 | 5.7%
C[C@@H]1Cn2cnc(C(=O)NCC(=O)OC(C)(C)C)c2C(=O)N1 | 0.2%
O=[N+]([O-])c1ccc(CN2CC(N3CCCC3)CS2(=O)=O)cc1 (centres undefined) | 1.2%
Cc1ccc2c(c1)c1c3n2CCN(CCC#N)C3CCC1 (centres undefined) | 2.4%

# Following part
compound | VEEV TC-83 Vero
CC12CCC(=O)N1C(C(=O)Oc1cccc(F)c1)CS2 (centres undefined) | 0.9%
Cc1ccc(CN2CCC[C@]3(N[C@H](c4ccc(C)cc4)[C@@H]4C(=O)N(Cc5ccccc5)C(=O)[C@@H]43)C2=O)cc1 | 4.2%
c1ccc(-c2ccc(CN3Cc4ccccc4-n4nncc4C3)cc2)cc1 | 0.1%
O=S(=O)(c1ccccc1)N1Cc2ccccc2-n2nncc2C1 | 0.1%
CCOC(=O)N(C)C[C@@H]1OCc2cnnn2CCCC(=O)N([C@H](C)CO)C[C@@H]1C | 0.4%
Cc1ccc([C@H]2C[C@@H](n3cc(COC(=O)c4ccccc4)nn3)[C@H](O)CN2C(=O)c2cccs2)cc1 | i
C[C@@H]1CN([C@H](C)CO)C(=O)CCCn2cc(nn2)CO[C@H]1CN(C)S(=O)(=O)c1ccc2ccccc2c1 | 1.2%
COC(=O)C(CSCc1ccccc1)NC(=O)CCNC(=O)OCc1ccccc1 (centres undefined) | 0.7%
O=C1NC(Cc2ccccc2)c2nc3cc(F)ccc3c(=O)n2-c2ncccc21 (centres undefined) | 1.6%
CCCCCCN1C[C@@H](O)[C@H](n2cc(C3CC3)nn2)C[C@@H]1c1ccc(OC)cc1 | 0.5%

# Among those listed so far, two contain a tert-butyl group:
compound | VEEV TC-83 Vero
CC(=O)OC1C=CN(C(C)=O)C(SC(C)(C)C)C1(C)O (centres undefined) | 9.7%
C[C@@H]1Cn2cnc(C(=O)NCC(=O)OC(C)(C)C)c2C(=O)N1 | 0.2%

# Next structures:
compound | VEEV TC-83 Vero
O=C(Nc1ccc(C(=O)O)cc1)/C(=C\c1ccco1)NC(=O)c1ccc(Br)cc1 | 2.0%
CN1CCN(c2ccncc2S(=O)(=O)N2CCCC2)CC1 | i
O=C(CSc1nnc(COc2ccc(Cl)cc2)o1)Nc1nccs1 | 3.1%
C[C@H]1CN([C@@H](C)CO)C(=O)c2cc(-c3ccccc3F)cnc2O[C@@H]1CN(C)C(=O)NC1CCCCC1 | 1.4%
O=C(Cc1ccc(Cl)cc1)N/N=C/c1ccc(O)c(O)c1 | i
C[C@H](CO)N1C[C@H](C)[C@@H](CN(C)C(=O)Nc2ccnc(N3CCOCC3)c2)OCc2cnnn2CCCC1=O | i
CCN(CC)C(=O)C1=C(C)N(Cc2ccc(F)cc2)C(=O)C(CC(=O)NCc2ccco2)C1 (centres undefined) | 1.3%
COc1cccc(-c2ccccc2C2=CC(=O)CC(C)(C)C2=O)c1 | 2.8%
O=c1c2ccccc2c2ccccc2c(=O)n1Nc1ccccc1 | i
CC(C)(C)C(=O)OCc1ccc(C2=CC(=O)CC(C)(C)C2=O)cc1 | 0.4%
COc1cc(C(=O)NN=Cc2ccc(N(C)C)cc2)cc(OC)c1OC | ?
NC(=S)c1csc(CCNC(=O)c2ccccc2)n1 | 5.5%
Cc1ccc(S(=O)(=O)N2[C@H](c3cccc(Cl)c3)CC(=O)[C@@H]3CN(S(=O)(=O)c4ccccc4C)[C@H](c4ccc(Cl)cc4)C[C@@H]32)cc1 | i
CC(C)C1C(=O)N(Cc2cn(CCC3OCCO3)nn2)CCS(=O)(=O)N1Cc1ccc(-c2cccc(CO)c2)cc1 (centres undefined) | i
CC(C)(C)c1c(Cl)c(O)c(-c2ccccc2)c(=O)n1-c1ccccc1 | 0.8%
CC1C(=O)N(Cc2cn(CCC3OCCO3)nn2)CCS(=O)(=O)N1Cc1ccc(-c2ccccc2)cc1 (centres undefined) | 3.0%
O=C(N=Nc1c(O)[nH]c2ccc(Br)cc12)c1ccco1 | 11%
C[C@H](CO)N1C[C@H](C)[C@H](CN(C)Cc2cccc(F)c2)Oc2ncc(Br)cc2C1=O | i
Cc1cccc(-c2nc(CCNC(=O)c3ccco3)cs2)c1 | 1.7%
COc1ccc(CNC(=O)C2CCCN2C(=O)Nc2cccc(Cl)c2)cc1 (centres undefined) | 0.2%
CC(C)(CN1CCCN(CC(C)(C)C(=O)O)C1=O)C(=O)O | 1.4%
Cc1cc(Cl)ccc1C(=O)C1CCCN(C(=O)c2ccc3c(c2)OCO3)C1 (centres undefined) | 0.5%
CC(NS(=O)(=O)c1cc2c3c(c1)CCN3C(=O)CC2)c1ccccc1 (centres undefined) | i
O=[N+]([O-])c1ccc(O)c(C=NN2CCCCC2)c1 | i
C[C@H]1CN([C@@H](C)CO)C(=O)CCCn2nncc2CO[C@H]1CN(C)S(=O)(=O)c1ccc2c(c1)OCCCO2 | 3.7%
C[C@@H]1CN([C@H](C)CO)C(=O)CCCn2nncc2CO[C@H]1CN(C)Cc1ccccc1 | i
O[C@@H]1C[C@H](c2ccccc2)N(Cc2cccs2)C[C@H]1n1cc(C2CC2)nn1 | i
COc1ccc(OC)c(NC(=O)CCNS(=O)(=O)c2ccc3c(c2)CC(C)N3C(C)=O)c1 (centres undefined) | i
COc1cc2c(c(Br)c1N)-c1cc(Br)c(N)cc1C2=O | i
O=C(c1ccc(Cl)cc1)N1CCN(c2ccc(N3CCOCC3)nn2)CC1 | i
CC(C)N1CC2(CC(c3ccccc3F)=NO2)CN1C(=O)c1ccco1 (centres undefined) | 4.9%
COC[C@H](NS(=O)(=O)c1ccc(Br)cc1F)[C@@H](O)c1ccccc1 | 0.3%
C=CCn1c(SCC(=O)Nc2cc(C)on2)nnc1-c1ccncc1 | 0.9%
CC1=C(C(=O)N(C)C)CC(CC(=O)NCCCN(C)C)C(=O)N1Cc1ccc(C(C)(C)C)cc1 (centres undefined) | 0.1%
Cc1nc(C)c(-c2csc(Nc3ccc(Cl)cn3)n2)s1 | 7.6%
CCN(C1CCCCC1)S(=O)(=O)CCNC(=O)c1ccc(OC)cc1 | 0.8%
COCCCN(Cc1cc(OC)c(OC)c(OC)c1)C(=S)Nc1cccc(Cl)c1 | 7.0%
Cc1c(Cc2ccccc2)[n+](=O)c2ccccc2n1[O-] | i
C[C@H]1CCCCO[C@H](CN(C)S(=O)(=O)c2cn(C)cn2)[C@@H](C)CN([C@@H](C)CO)C(=O)c2cc(NS(=O)(=O)c3ccccc3)ccc2O1 | 10%
O=C(NCCO)C(=O)NCC(c1cccs1)S(=O)(=O)c1ccc(F)cc1 (centres undefined) | 1.2%
O=C(NCc1cc(C(F)(F)F)ccc1Cl)c1cccc2c1C(=O)c1ccc(N3CCC(N4CCCCC4)CC3)cc1S2(=O)=O | i
O=C(O)C1=CCC=CC1C(=O)O (centres undefined) | 1.4%
O=C(Nc1ccc(Cl)cc1)c1cc(S(=O)(=O)N2CCCCC2)ccc1N1CCOCC1 | i
CCOC(=O)C1=C(COC(=O)c2cc([N+](=O)[O-])ccc2Cl)NC(=O)NC1C (centres undefined) | 0.5%
C[C@H]1CN([C@@H](C)CO)S(=O)(=O)c2ccc(-c3ccncc3)cc2O[C@H]1CN(C)C(=O)c1cccc(F)c1 | i
COc1cc2c(cc1OC)C1CCc3cc4c(cc3C1N=C2)OCO4 (centres undefined) | 12%
CC(=O)c1ccc(NC(=O)c2cn(C)c(=O)c3ccccc23)cc1 | 1.8%
CCOC(=O)N1CCN(C(=O)CCN2C(=O)/C(=C\c3ccc(OC)c(OC)c3)SC2=S)CC1 | 0.9%
CC1(C2CC2)NC(=O)N(CC(=O)Nc2ccc(OC(F)F)cc2)C1=O (centres undefined) | i
CC1(C)CC(=O)C(CSC(=O)c2ccccc2)C(=O)C1 | i

# (cont.)
compound | VEEV TC-83 Vero
CC(NC(=O)C1CCCN1C(=O)c1cccs1)c1ccc(Cl)cc1Cl (centres undefined) | 1.0%
O=C(COC(=O)Cc1c(Cl)cccc1Cl)NCc1ccccc1 | 0.8%
Cc1ccc(S(=O)(=O)N2CC3(O)CN(C(=O)OC(C)C)N(C(=O)OC(C)C)CC3(OC(=O)NCc3ccccc3)C2)cc1 (centres undefined) | 5.2%
O=S(=O)(c1ccc(N=C2NN=C(c3cc(F)ccc3F)CS2)cc1)N1CCOCC1 | 0.2%
